GAA850 FXN act: increases GAA850 frataxin promoter reporter activity | HEK293 lucGAA850 FXN promoter luciferase reporter, 24 h; percent of 10 µM SAHA response | activation, % at 6 µM | 360,000 compounds, 0.56% hits | AID 540364;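 active means activation above the average of all compounds screened plus 3 SD, cutoff fixed separately per campaign, cut at about 7.5% in these data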;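 further: 0% = DMSO wells and 100% = 10 µM SAHA wells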
ASAP1 GAP inh: ASAP1 ArfGAP inhibition | inhibition, % at 16.5 µM | 360,000 compounds, 0.19% hits | Q9ULH1 | ASAP1-stimulated ARF1 GTP hydrolysis, GDP FP detection; in the data active means inhibition above about 25%;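 further: 0% = vehicle with enzyme and substrate and 100% = no enzyme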
HGIII-sPLA2 inh: Inhibits HGIII-sPLA2 liposome hydrolysis, primary screen; Q9NZ20; QFRET BODIPY PC-A2 liposome hydrolysis, fluorescence; inhibition, % at 12.2 µM; 370,000 compounds, 0.56% hits; AID 743126;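 active means inhibition above mean plus 3 SD of compounds lying within the high and low control bounds, cut at about 19% in these data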;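 further: 0% = median of test compound wells and 100% = no enzyme DMSO wells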
proKLK7 act: activators of human kallikrein-7 zymogen | P49862 | purified proKLK7, EDANS-DABCYL substrate fluorescence; 100% is mature enzyme control, 0% vehicle | activation, % at 7 µM | 370,000 compounds, 0.9% hits;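 active means activation above the mean of all tested compounds plus 3 SD, computed per campaign excluding outliers beyond control limits, cut at about 13% in these data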
rCAG binder: molecules binding r(CAG) RNA repeats. r(CAG) RNA repeat, TO-PRO-1 dye displacement fluorescence. inhibition, % at 3 µM. 370,000 compounds, 1.3% hits. AID 651821;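 active means inhibition above the plate cutoff, the mean of all test compounds on that plate plus 3 SD, cut at about 35% in these data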;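 further: 0% = DMSO alone and 100% = 100 µM mitoxantrone as full dye displacement; higher means more dye released from RNA so lower well fluorescence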
NPR1 activator: GC-A (human) enzyme activation. HEK293 GC-A cells, cGMP TR-FRET, EC30 ANP; 0% at EC30 ANP, 100% saturating ANP. AID 1671463. P16066. activation, % at 10 µM. 370,000 compounds, 0.14% hits; in the data active means activation above about 40%
DDE Tn6 FP inh: inhibitors of Tn6 peptide binding to human fibrin DD(E) | P02675 | Fibrin DD(E) TRITC-Tn6 fluorescence polarization displacement | inhibition, % at 8.3 µM | 370,000 compounds, 0.21% hits | AID 720509;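 active means inhibition above a per-campaign cutoff: mean of compounds within control limits plus 3 SD, cut at about 15% in these data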;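 further: 0% = median of all compound wells on the plate and 100% = blocking peptide control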
ARFGAP1 inhibitor: inhibitors of rat ARFGAP1; 360,000 compounds, 0.26% hits; Arfgap1-stimulated ARF1 GTP hydrolysis, GDP FP detection; inhibition, % at 16.5 µM; Q62848;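 active means inhibition above a per-plate limit, mean inhibition of low control wells plus 3 SD, cut at about 25% in these data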;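 further: 0% = DMSO wells with enzyme and 100% = wells lacking Arfgap1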
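Material: rat Arfgap1 catalytic domain, aa 1-136; also added: human ARF1(Δ1-17)-GTP substrate; compound dosing: one concentration, 16.5 µM, DMSO 1.26%; incubation: GTP hydrolysis reaction 2 h at 25 °C; measured by: Tracer-displacement fluorescence polarization with EDTA stop, 620/688 nm; evaluation: % inhibition from polarization; repeats: one replicate per compound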
ADAM10 inh: inhibits human ADAM10 | O14672 | recombinant ADAM10, EDANS/DABCYL FRET peptide cleavage, 3 h | inhibition, % at 7 µM | 370,000 compounds, 0.62% hits;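 active means inhibition above a per-campaign cutoff equal to the mean of compounds falling between control-based bounds plus 3 SD, cut at about 20% in these data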;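 further: 0% = DMSO wells while the 100% control is not disclosed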
NPR2 activator: GC-B (human) receptor activation. P20594. 370,000 compounds, 0.11% hits. AID 1920062. HEK293-GC-B cells, CNP EC30, cGMP TR-FRET; 0% at EC30 CNP, 100% saturating CNP. activation, % at 10 µM;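 active means activation at 10 µM reaching about 35% in either raw or pattern-adjusted values, limit read from the data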
Target sequence (P20594 whole entry, looked up): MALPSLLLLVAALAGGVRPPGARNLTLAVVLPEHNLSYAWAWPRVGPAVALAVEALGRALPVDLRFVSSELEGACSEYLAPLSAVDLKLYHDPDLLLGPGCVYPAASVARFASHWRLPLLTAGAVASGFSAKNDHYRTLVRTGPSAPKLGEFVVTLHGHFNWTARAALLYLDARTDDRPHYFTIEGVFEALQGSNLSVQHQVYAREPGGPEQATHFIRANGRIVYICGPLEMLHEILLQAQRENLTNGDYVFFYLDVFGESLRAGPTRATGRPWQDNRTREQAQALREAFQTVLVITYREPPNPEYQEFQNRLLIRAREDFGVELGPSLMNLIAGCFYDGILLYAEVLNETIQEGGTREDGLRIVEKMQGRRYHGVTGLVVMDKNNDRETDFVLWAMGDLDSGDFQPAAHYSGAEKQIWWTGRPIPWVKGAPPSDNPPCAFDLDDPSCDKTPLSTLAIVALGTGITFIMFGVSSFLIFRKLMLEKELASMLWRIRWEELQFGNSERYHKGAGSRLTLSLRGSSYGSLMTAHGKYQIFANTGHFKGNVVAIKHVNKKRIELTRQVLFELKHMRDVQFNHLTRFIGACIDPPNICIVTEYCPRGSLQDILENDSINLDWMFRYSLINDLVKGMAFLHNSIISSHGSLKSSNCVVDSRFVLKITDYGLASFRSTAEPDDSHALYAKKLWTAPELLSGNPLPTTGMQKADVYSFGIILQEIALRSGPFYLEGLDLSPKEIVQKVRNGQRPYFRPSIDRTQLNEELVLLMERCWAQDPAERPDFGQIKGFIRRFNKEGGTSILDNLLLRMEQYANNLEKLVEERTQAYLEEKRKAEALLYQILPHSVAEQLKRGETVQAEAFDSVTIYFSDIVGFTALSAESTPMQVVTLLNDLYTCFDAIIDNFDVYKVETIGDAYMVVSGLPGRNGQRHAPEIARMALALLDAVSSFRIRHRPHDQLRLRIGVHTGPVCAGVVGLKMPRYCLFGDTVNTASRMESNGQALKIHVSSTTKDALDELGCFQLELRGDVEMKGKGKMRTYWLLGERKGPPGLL
Active calls of the source: *; i = inactive; . = not tested or not shown.

SMILES	GAA850 FXN act	ASAP1 GAP inh	HGIII-sPLA2 inh	proKLK7 act	rCAG binder	NPR1 activator	DDE Tn6 FP inh	ARFGAP1 inhibitor	ADAM10 inh	NPR2 activator
CCOC(=O)C1=C(C)NC2=C(C(=O)CCC2)C1c1ccc(O)c(OCC)c1 (stereo not given)	0.1	4	-1	1.2	-4	-4	8	-4	-10	2
Cn1c(N)c(C(=O)COC(=O)c2ccc(Cl)c(S(=O)(=O)N3CCCC3)c2)c(=O)n(C)c1=O	2.1	-8	-3	-0.7	0	7	0	0	1	0
CCOc1ccc(NC(=O)CN(C)C(=O)c2cc(S(=O)(=O)N(C)C)ccc2N2CCCC2)cc1OCC	0.6	-2	-3	0.8	-6	5	-1	8	-9	3
Cc1noc(C)c1COc1ccccc1C(=O)NNC(=O)C(C)Oc1ccccc1F (stereo not given)	1.4	8	-1	0.3	-5	1	0	1	-25	1
COc1ccccc1C(=O)OCC(=O)NC(=O)NCc1ccccc1	1.9	5	-1	0.2	-4	-2	5	5	-1	-3
Cn1c(N2CCOCC2)cc(=O)n(C)c1=O	0.2	15	3	-0.3	-2	0	-1	6	2	1
Cc1cc(C)nc(SCc2cccc(C(=O)O)c2)n1	-1.3	6	8	-0.2	-2	0	-6	8	-8	1
CN(C)c1ccc(CN(C)C2CCCCC2)cc1	0.5	9	4	0.5	0	3	-1	8	-1	1
Cc1ccc(C)c(S(=O)(=O)Nc2ccc3scnc3c2)c1	-4.4	-4	-18	-0.4	3	-6	-2	-4	-5	-7
COc1cc(OC)c(OC)cc1/C=C/c1ccnc2ccccc12	-3.9	5	-10	-0.7	0	-6	-8	-9	-2	-11
CCC(C)N=C1Sc2nc3ccc(C)cc3cc2CN1CCOC (stereo not given)	0.2	-8	-1	2.1	-4	-3	3	3	-11	-1
O=C(Nc1cccc(Cl)c1)C1=CC=CN2CCS(=O)(=O)N=C12	0.4	6	-6	0.6	1	0	-4	9	1	1
Cc1cccc(C(=O)NC(C(=O)Nc2nc(-c3ccccn3)cs2)C(C)C)c1 (stereo not given)	-3.2	13	-10	-0.2	1	3	-5	-4	-6	-6
O=C(CN1CCN(C2CCCCC2)CC1)Nc1cccc2ccccc12	-2.8	8	-3	0.1	-6	-4	2	-4	0	4
O=C(CSc1nc2ccccc2c(=O)n1CCCN1CCOCC1)NCCc1ccccc1	1.2	-7	10	-0.1	1	-1	-2	-8	1	-2
CCC1=NN(C(=O)Cc2ccccc2)C(O)(c2ccncc2)C1 (stereo not given)	3.4	12	5	-0.3	-4	1	-3	-2	-4	-2
CCOC(=O)NC(NCc1ccccc1Cl)(C(F)(F)F)C(F)(F)F	1.6	7	1	0.4	-2	14	6	7	-5	-1
COc1ccc(Cc2nc3ccc(C(=O)N(C)CCn4ccnc4)cc3o2)cc1OC	0.6	7	-1	0.1	-2	6	-1	-3	3	2
COCCNc1ncnc2c1cnn2-c1ccc(Cl)cc1	4.2	7	1	0.3	-2	29	-1	4	8	-2
COC(=O)c1cc(C(=O)OC)cc(-n2c(C)cc(C=O)c2C)c1	1.5	-10	4	-0.1	0	4	-4	13	-36	2

Three structures already listed, arranged by formula weight, falling.
SMILES	GAA850 FXN act	ASAP1 GAP inh	HGIII-sPLA2 inh	proKLK7 act	rCAG binder	NPR1 activator	DDE Tn6 FP inh	ARFGAP1 inhibitor	ADAM10 inh	NPR2 activator
CCOC(=O)NC(NCc1ccccc1Cl)(C(F)(F)F)C(F)(F)F	1.6	7	1	0.4	-2	14	6	7	-5	-1
O=C(CN1CCN(C2CCCCC2)CC1)Nc1cccc2ccccc12	-2.8	8	-3	0.1	-6	-4	2	-4	0	4
COCCNc1ncnc2c1cnn2-c1ccc(Cl)cc1	4.2	7	1	0.3	-2	29	-1	4	8	-2

(continued)
SMILES	GAA850 FXN act	ASAP1 GAP inh	HGIII-sPLA2 inh	proKLK7 act	rCAG binder	NPR1 activator	DDE Tn6 FP inh	ARFGAP1 inhibitor	ADAM10 inh	NPR2 activator
CC(=O)Oc1ccc(/C=c2\sc3ncnn3c2=O)cc1	1.3	-4	2	-0.1	1	0	-4	-3	-2	-4
CC(C)C(OC(=O)c1cc2c(s1)CCCCC2)C(=O)NC(N)=O (stereo not given)	3.8	3	18	-0.3	-1	4	-12	5	8	-5
CCC(=O)c1cn(CC(=O)Nc2ccccc2Cl)c2ccccc12	-0.9	-2	0	-0.5	1	7	-3	0	1	11
COC(=O)c1cc(OC)c(OC)cc1NC(=O)CN1CCOCC1	-0.1	13	3	0.5	-1	-1	4	-6	-7	-2
Cc1ccc(OCC(=O)Nc2ccccc2Sc2ccccc2)c([N+](=O)[O-])n1	4.8	3	-3	-0.4	-2	0	8	-5	4	-1
O=C(CCNC(=O)N1CC(=O)Nc2ccccc21)Nc1ccc(Br)cc1F	-0.4	-8	2	0.0	-2	-2	-5	23	-2	-6
O=C(C1CC1)N1CCc2cc(Br)cc(S(=O)(=O)NC3CCCCC3)c21	-0.1	-16	-8	-0.4	1	-1	1	-12	9	6
CC/C(=N\NC(N)=O)c1ccc(OC(F)F)cc1	-3.1	2	8	0.2	1	-2	2	5	3	3
CC12CC3CC(C)(C1)CC(C(=O)N1CCN(C(=O)C4CCCO4)CC1)(C3)C2 (stereo not given)	1.6	-10	-4	-0.1	-8	0	-2	5	-8	4
Cc1nnc(NC(=O)c2ccc3ccccc3c2)o1	0.8	3	-6	0.7	2	-2	9	4	4	4
O=c1c2[nH]c3ccc(F)cc3c2ncn1CCCN1CCOCC1	0.3	2	-1	0.3	0	0	-7	-9	-48	1
Cc1ccc(NC(=S)NCc2ccc3c(c2)OCO3)cc1	2.0	5	8	-0.3	-1	4	-5	-5	3	-3
CS(=O)(=O)N(CC(=O)N1CCc2ccccc2C1)c1ccc2c(c1)OCO2	1.2	10	10	-0.8	6	-1	6	1	10	-3
CN(C)c1ccc(N=Nc2ccc3ncccc3c2)cc1	2.6	11	10	0.4	2	20	3	-4	2	2
CCCCCN(C(=O)CCC(=O)OCC(=O)c1ccc(F)c(F)c1)c1c(N)n(CCCC)c(=O)[nH]c1=O	-1.9	-7	-26	-0.6	-11	2	-4	-12	-3	0
CCOC(=O)[C@@]12CN(C(=O)OC(C)(C)C)CC=C1N(Cc1ccc(OC)cc1)C(=O)[C@H]2CC(=O)NCC12CC3CC(CC(C3)C1)C2	.	.	8	0.5	4	-8	-4	.	-11	-2
O=C1NC[C@@H](CCCCN2CCN(CCc3ccccc3)C(=O)C2=O)N(CCc2ccc(O)cc2)C1=O	.	-2	-3	-0.1	1	-2	-1	-2	-4	0
CCN(CC)c1ccc(-c2nn3c(-c4n[nH]c5c4CCC5)nnc3s2)cc1	5.4	-2	9	-2.2	7	1	-2	14	-29	0
CCOCCCNC(=S)Nc1ccc2nc(N3CCN(CC)CC3)cc(C)c2c1	-3.0	4	3	2.3	-2	-1	-1	-2	-92	3
CCNc1ccc(C(=O)OCC)cc1NC(=O)c1cc(S(=O)(=O)N2CCOCC2)ccc1C	1.8	-4	1	-0.1	-2	-1	4	15	1	6
Cc1cccc(Nc2nc(N3CCCCC3)nc(N3CCCCC3)n2)c1	1.1	-4	-1	0.5	-2	-4	7	5	0	-1
Cn1c(CN2CCCC2)nc2cc(NC(=O)c3cccs3)ccc21	4.7	-2	0	-0.6	1	2	2	-4	-4	1
C#CCOCCOCCOCCNc1nc(N2CCOCC2)nc(N2CCN(C(=O)[C@H](CCC(=O)O)n3cc(C(N)CC(C)C)nn3)CC2)n1 (stereo not given in full)	.	.	17	.	.	3	1	.	-19	2
CC(C)(C)c1csc(NC(=O)c2ccccc2O)n1	4.6	-10	-23	6.7	7	9	-5	8	i	-2
COC(=O)c1ccc2nc(-c3cccc(Br)c3)c(Cc3ccccc3C(F)(F)F)n2c1	.	-10	-6	0.1	6	3	-4	2	-9	15
CC(O)c1nc2ccccc2n1Cc1nnc(-c2ccc(Cl)cc2)o1 (stereo not given)	3.8	5	-5	-0.1	1	-6	1	-4	-5	-6
CCN(CCCCN1C(=O)c2ccccc2C1=O)c1ccc2c(c1)C(=O)N(C)C2=O	1.8	0	-3	-0.3	4	-11	4	2	0	-10
CNc1cc(N2CCN(S(=O)(=O)N(C)C)CC2)ccc1[N+](=O)[O-]	1.4	-7	4	-0.7	2	0	-2	-5	-6	-2
Cc1cc(-n2ccc(=O)[nH]c2=O)nc(-c2ccccc2)n1	0.9	5	-1	-0.1	0	-2	-7	-8	-8	-10
COC(=O)c1ccsc1NC(=O)C1COc2ccccc2O1 (stereo not given)	-0.5	-2	-8	-0.4	5	-16	5	-1	0	-15

Retrieved by compound from the entries so far:
SMILES	GAA850 FXN act	ASAP1 GAP inh	HGIII-sPLA2 inh	proKLK7 act	rCAG binder	NPR1 activator	DDE Tn6 FP inh	ARFGAP1 inhibitor	ADAM10 inh	NPR2 activator
CC(O)c1nc2ccccc2n1Cc1nnc(-c2ccc(Cl)cc2)o1 (stereo not given)	3.8	5	-5	-0.1	1	-6	1	-4	-5	-6
COC(=O)c1ccc2nc(-c3cccc(Br)c3)c(Cc3ccccc3C(F)(F)F)n2c1	.	-10	-6	0.1	6	3	-4	2	-9	15
CNc1cc(N2CCN(S(=O)(=O)N(C)C)CC2)ccc1[N+](=O)[O-]	1.4	-7	4	-0.7	2	0	-2	-5	-6	-2
CC(C)(C)c1csc(NC(=O)c2ccccc2O)n1	4.6	-10	-23	6.7	7	9	-5	8	i	-2
COC(=O)c1ccsc1NC(=O)C1COc2ccccc2O1 (stereo not given)	-0.5	-2	-8	-0.4	5	-16	5	-1	0	-15
Cc1cccc(Nc2nc(N3CCCCC3)nc(N3CCCCC3)n2)c1	1.1	-4	-1	0.5	-2	-4	7	5	0	-1
CCN(CCCCN1C(=O)c2ccccc2C1=O)c1ccc2c(c1)C(=O)N(C)C2=O	1.8	0	-3	-0.3	4	-11	4	2	0	-10

Next section.
SMILES	GAA850 FXN act	ASAP1 GAP inh	HGIII-sPLA2 inh	proKLK7 act	rCAG binder	NPR1 activator	DDE Tn6 FP inh	ARFGAP1 inhibitor	ADAM10 inh	NPR2 activator
CCOc1cccc(/C=C(/C#N)c2nc3ccccc3[nH]2)c1OCC(=O)O	3.2	-14	-4	-0.2	14	3	-2	0	-10	1
CC(C)c1ccc(S(=O)(=O)N2CCC(C(=O)N3CCN(c4cccc(Cl)c4)CC3)CC2)cc1	0.0	3	9	0.4	3	1	-2	3	-13	0
CCCOc1ccccc1NC(=O)CC1Nc2ccccc2NC1=O (stereo not given)	-3.8	-9	-29	0.2	15	-2	-2	7	-12	-5
CCC1CCCCN1C(=S)NC(=O)c1ccc(F)c(S(=O)(=O)N2CCOCC2)c1 (stereo not given)	-0.2	2	14	-0.1	8	-2	-3	13	-3	5
COc1cc(C#N)ccc1OCC(=O)NCc1cccs1	1.9	-5	1	-0.1	-4	-7	0	-12	-4	-1
COCCNC(=O)c1cc2c(c(-c3cccc(-c4cc5ccccc5o4)c3)n1)[C@@H](CCO)N(S(=O)C(C)(C)C)C2 (stereo not given in full)	.	-10	-12	-0.2	11	4	2	3	-2	-10
C=CCNc1ncnc2c1cnn2-c1ccc(OC)cc1	2.2	-15	3	-1.4	-3	5	-8	3	-1	-7

High-throughput results from PubChem BioAssay.
